RGS4 act – RGS4 potentiation or activation | B-score at 10 µM | HEK293 M3R/inducible RGS4, carbachol calcium flux Fluo4; stronger effect = lower value | 0.92% of 310,000 active;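 active = B-score of the integrated calcium signal more than 4 SD below the library mean, with starting fluorescence not abnormally high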;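 note: negative B-score means reduced calcium response which marks RGS4 activation or potentiation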
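Detection: kinetic calcium fluorescence imaging with Fluo4-AM dye, 2 µM / Material: HEK293 cells with stable M3R and inducible RGS4 / Schedule: recording 10 s baseline at 1 Hz, 100 s post-agonist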
hERG protect – shields human hERG channel from block by proarrhythmic agents; CHO-hERG, FluxOR thallium flux, dofetilide IC70 present; 0.51% of 310,000 active; Q12809; activation (rescue from dofetilide block), less the hit threshold, % at 10 µM;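 active = activation above the mean of controls blocked by dofetilide plus 5 SD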;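 note: thallium influx through hERG after potassium depolarization seen as dye fluorescence rise; in these data hits start at about 4.7%; inactives centre near -7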
KCNK9 block – inhibitors of human KCNK9 two-pore domain potassium channel; Q9NPC2; HEK293 KCNK9, FluxOR thallium flux fluorescence; stronger effect = lower value; B-score at 10 µM; 1.2% of 310,000 active;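 active = ratio B-score over 3 SD below the library mean, with starting fluorescence within 5 SD of its mean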;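 note: negative B-score means less thallium flux so channel inhibition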
KCNQ1 pot – potentiators or activators of human KCNQ1 potassium channel | B-score at 10 µM | CHO-K1 KCNQ1, thallium flux FluxOR fluorescence; stronger effect = higher value | P51787 | 0.35% of 310,000 active;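 active = fluorescence ratio B-score, a plate-corrected score, at least three library SD, with initial intensity B-score within 5 SD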
Target sequence (P51787 whole entry, looked up): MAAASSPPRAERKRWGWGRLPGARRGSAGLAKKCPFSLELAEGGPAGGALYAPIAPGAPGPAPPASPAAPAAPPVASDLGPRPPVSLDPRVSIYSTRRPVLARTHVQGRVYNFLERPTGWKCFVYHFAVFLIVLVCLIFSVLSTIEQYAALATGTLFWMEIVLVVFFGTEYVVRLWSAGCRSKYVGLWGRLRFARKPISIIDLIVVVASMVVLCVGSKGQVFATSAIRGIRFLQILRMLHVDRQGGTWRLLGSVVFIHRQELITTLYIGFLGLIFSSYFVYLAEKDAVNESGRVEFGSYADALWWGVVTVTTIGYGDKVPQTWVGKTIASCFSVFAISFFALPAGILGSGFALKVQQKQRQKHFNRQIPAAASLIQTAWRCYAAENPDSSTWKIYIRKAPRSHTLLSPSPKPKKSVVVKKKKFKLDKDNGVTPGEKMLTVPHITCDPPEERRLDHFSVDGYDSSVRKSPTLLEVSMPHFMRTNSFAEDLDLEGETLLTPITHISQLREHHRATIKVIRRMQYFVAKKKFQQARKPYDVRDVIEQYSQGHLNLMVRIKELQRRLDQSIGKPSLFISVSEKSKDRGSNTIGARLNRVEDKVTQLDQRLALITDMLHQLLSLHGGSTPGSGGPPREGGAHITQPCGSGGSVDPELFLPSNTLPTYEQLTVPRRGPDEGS
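Assay system: CHO-K1 cells stably expressing KCNQ1. Medium: assay buffer for compound exposure, DMSO matched across wells. Timing: 37 °C overnight plating, 90-min dark dye load, 20-min compound pretreatment. Signal: kinetic FluxOR fluorescence, 10 s baseline plus 110 s post-stimulus.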
KCNK3 inh – human KCNK3 channel inhibition, primary screen; O14649; CHO-KCNK3 thallium flux, FluxOR fluorescence; stronger effect = lower value; B-score at 10 µM; 0.84% of 340,000 active;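 active = B-score under library mean minus 4 SD, starting fluorescence ratio at most library mean plus 5 SD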;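 note: more negative B-score means stronger inhibition of thallium flux through KCNK3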
KCNQ1 block – inhibitors of human KCNQ1 potassium channel; P51787; CHO-K1 KCNQ1, FluxOR thallium flux fluorescence; stronger effect = higher value; B-score at 10 µM; 1.3% of 310,000 active; AID 2642;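 active = compounds whose thallium flux B-score, printed positive for inhibition, exceeds three library SD while starting fluorescence stays within three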;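 note: channel opened by potassium depolarization with thallium stimulus after 20 min compound exposure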
TMEM16A inh – mouse TMEM16A channel inhibition, primary screen; normalized B-score (activity score, 25-100; higher = stronger inhibition) at 10 µM; HEK293 TMEM16A/YFP iodide influx fluorescence, ionomycin; Q8BHY3; 1.2% of 310,000 active;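 active = ratio plate-corrected score three or more library SD toward inhibition, starting fluorescence score within five deviations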;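 note: score derived from kinetic fluorescence span divided by baseline fluorescence per well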
RGS4 block – human RGS4 inhibition | P49798 | HEK293 M3R/RGS4 inducible, Fluo-4 calcium flux; stronger effect = higher value; triggered by carbachol at its EC20 | B-score at 10 µM | 0.45% of 310,000 active;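 active = B-score, a plate-corrected calcium signal, over three deviations above library mean, with baseline fluorescence within five deviations of library mean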;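 note: RGS4 expression induced by doxycycline in cells with stable M3 receptor; B-score is computed from the integrated fluorescence ratio over baseline after carbachol; higher B-score means a larger calcium signal and so more RGS4 inhibition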
Target sequence (P49798 whole entry, looked up): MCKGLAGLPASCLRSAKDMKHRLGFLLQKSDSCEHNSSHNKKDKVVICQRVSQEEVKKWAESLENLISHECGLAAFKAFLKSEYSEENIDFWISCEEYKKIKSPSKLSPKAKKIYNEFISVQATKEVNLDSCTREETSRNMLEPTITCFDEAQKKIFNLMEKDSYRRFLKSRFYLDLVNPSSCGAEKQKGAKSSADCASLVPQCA
MrgX1 ag – agonists of human MrgX1 receptor | Q96LB2 | MrgX1-HEK293 cells, Fluo-4 calcium fluorescence, agonist mode; stronger effect = higher value | B-score at 10 µM | 0.44% of 310,000 active | AID 588627;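 active = calcium response B-score plate-corrected fluorescence ratio at least 3 library SD, with starting fluorescence B-score inside 5 SD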
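Material: MrgX1-expressing HEK293 cells / Dosing: compound as first of three additions / Incubation: overnight seeding, then 1 h dark dye loading / Signal: Fluo-4 NW calcium fluorescence / Evaluation: B-scored fluorescence response ratio / Benchmarks: positive and negative control wells on each plate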
MrgX1 PAM – allosterically activates human MrgX1 receptor signaling. B-score at 10 µM. 0.63% of 310,000 active. MrgX1-HEK293, Fluo-4 calcium flux, FDSS; stronger effect = higher value. Q96LB2;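 active = plate-corrected calcium response at least 3 library SD above typical, normal starting fluorescence, not activating the receptor alone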;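 note: compound read alongside a low EC10 to EC30 dose of BAM8-22 agonist; peak minus trough fluorescence over baseline measured at the second addition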
TMEM16A act – activates or potentiates the mouse TMEM16A chloride channel; 0.3% of 340,000 active; B-score at 10 µM; Q8BHY3; HEK293 TMEM16A/YFP-H148Q/I152L, iodide quench fluorescence; stronger effect = lower value;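 active = fluorescence-ratio B-score plate-corrected deviation score at least 3 library SD below zero, with starting fluorescence score within 5 deviations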;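 note: channel opened by trigger with iodide after compound preincubation; score built on the fluorescence ratio of max minus min over baseline; more negative score means more quench and so TMEM16A activation or potentiation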
Starred values were filed as active, the others as inactive; i = inactive; / = not tested or not shown. No enrichment for hits; overall some 6.3% were active at least once.

molecule	RGS4 act	hERG protect	KCNK9 block	KCNQ1 pot	KCNK3 inh	KCNQ1 block	TMEM16A inh	RGS4 block	MrgX1 ag	MrgX1 PAM	TMEM16A act
CCOc1ccc(NC(=O)c2ccc3snnc3c2)cc1	i	-1.9	i	i	i	i	i	i	i	i	i
COc1cc(OC)cc(C(=O)NCC(=O)OC2CCOC2=O)c1 (centres undefined)	i	-12.3	i	i	i	i	i	i	i	i	i
CC(=O)Nc1ccc(S(=O)(=O)Nc2nc3ccccc3nc2N2CCCC2)cc1	i	-4.6	i	i	i	i	i	i	i	i	i
Cc1nn(C)c(C(=O)N/N=C/c2ccncc2)c1Cl	i	-8.6	i	i	i	i	i	i	i	i	i
CNC(=O)NCC12CC3CC(CC(C3)C1)C2	i	5.1*	i	i	i	i	i	i	i	i	i
Cc1ccc2[nH]c(=O)c(C(c3nnnn3C3CCCC3)N3CCCc4ccccc43)cc2c1 (centres undefined)	i	-6.5	i	i	i	i	i	i	i	i	i
O=C(/C=C/c1ccco1)NCC1(c2ccccc2)CCCC1	i	-8.8	i	i	i	i	i	i	i	i	i
Brc1cccc(C=Nc2cccc3ncccc23)c1	i	-10.9	i	i	i	i	i	i	i	i	i
COc1ccc(S(=O)(=O)n2nc(-c3ccc(Cl)cc3)cc2N)cc1	i	-13.9	i	i	i	i	i	i	i	i	i
Cc1ccc(NC(=O)Cc2nnc(SCC(=O)NC3=NCCS3)n2C)cc1	i	-1.1	i	i	i	i	i	i	i	i	i
COc1cc(C)nc(N2CCCC(C(=O)NCC(C)C)C2)n1 (centres undefined)	i	-7.9	i	i	i	i	i	i	i	i	i
Cc1ccsc1C(=O)C1CCCN(Cc2cccn2-c2ccc(Cl)cn2)C1 (centres undefined)	i	-25.6	i	i	-9.07*	9*	i	i	i	i	i
CCNS(=O)(=O)c1ccc(C(=O)Nc2ccccc2)cc1	i	-13.4	i	i	i	i	i	i	i	i	i
Cc1ccc(CS(=O)(=O)CCC(=O)NCc2ccc3c(c2)OCO3)cc1	i	-2.2	i	i	i	i	i	i	i	i	i
COc1ccc(C(=O)N2CCN(S(=O)(=O)N3CCOCC3)CC2)cc1OC	i	-12.2	i	i	i	i	i	i	i	i	i
COc1ccc2cc(CN(Cc3ccco3)C(c3nnnn3C3CCCCC3)C(C)C)c(=O)[nH]c2c1 (centres undefined)	i	0.3	i	i	i	i	i	i	i	i	i
CC(NC(=O)c1cccs1)c1ccccc1 (centres undefined)	i	-5.2	i	i	i	i	i	i	i	i	i
CN(Cc1ccccc1)S(=O)(=O)c1ccc2[nH]cc(C(=O)NCC3CCCO3)c(=O)c2c1 (centres undefined)	/	/	/	/	i	/	i	/	i	i	i
Oc1ccc(Cl)cc1/C=N/c1nccs1	i	-15.0	i	i	i	i	i	i	i	i	i
O=C(Cn1c(O)c(/C=C2\C=Nc3ccccc32)sc1=O)Nc1ccc2c(c1)OCO2	i	-3.6	i	i	i	i	i	i	i	i	i
COc1ccc(NC(=O)N(CCO)Cc2cc3c(C)cc(C)cc3[nH]c2=O)cc1	i	-9.8	i	i	i	i	i	i	i	i	i
CN(C(=O)c1ccco1)c1nc(CC(=O)Nc2ccccc2)cs1	i	-6.7	i	i	i	i	i	i	i	i	i
Cc1cc(Cl)ccc1Oc1ncc(CN2CCN(c3ccccc3)CC2)s1	i	-0.5	i	i	i	i	i	i	i	i	i
CSc1nc2ccc(NS(=O)(=O)c3ccc(Cl)s3)cc2s1	i	-13.3	i	i	i	7*	100*	i	i	i	i
COc1ccc(-c2csc(NC(=O)CSc3nc(SC)ns3)n2)cc1	i	-18.6	i	i	i	9*	100*	i	i	i	i
Cc1cc(NC(=O)CSc2nnc(Cc3ccccc3)o2)no1	i	-5.7	i	i	i	i	i	i	i	i	i
COc1ccccc1NC(=O)C1CCN(S(=O)(=O)c2ccc3c(c2)CC(C)N3C(C)=O)CC1 (centres undefined)	i	-2.9	i	i	i	i	i	i	i	i	i
Cn1c(SCc2ccc(C#N)cc2)nnc1-c1cccc(Cl)c1	i	-9.3	i	i	i	i	i	i	i	i	i
Cc1cccc(-n2cc(CN3CCN(Cc4nccn4C)CC3)c(-c3cccc(F)c3)n2)c1	i	-7.6	i	i	i	i	i	i	i	i	i
C/C(=C\c1ccccc1)C(=O)n1nnc2ccccc21	i	-6.2	i	i	i	i	i	i	i	i	i
COC(=O)c1c(NC(=O)CSc2nnnn2-c2ccccc2)sc2c1CCCC2	i	-2.8	i	i	-9.42*	i	i	i	i	i	i
CCCOc1ccc(N2C(=O)CC(SC(=N)N3N=C(c4ccccc4)CC3c3ccccc3)C2=O)cc1 (centres undefined)	i	-14.0	i	i	i	i	i	i	i	i	i
COc1ccc(N(C(=O)c2cnccn2)C(C(=O)NCc2ccccc2)c2ccc(O)cc2)cc1 (centres undefined)	i	-2.8	i	i	i	i	i	i	i	i	i
CC(NC(=O)Nc1cccc(Cl)c1)C(c1cccs1)N1CCCC1 (centres undefined)	i	-7.7	i	i	i	i	i	i	i	i	i
O=C(COC(=O)Cn1cnc2ccccc21)Nc1cc(S(=O)(=O)N2CCOCC2)ccc1Cl	i	-7.3	i	i	i	i	i	i	i	i	i
CCOc1ccc(N2CC(C(=O)N3CCN(c4ccccn4)CC3)CC2=O)cc1 (centres undefined)	i	-10.7	i	i	i	i	i	i	i	i	i
CCCSc1nc2ccsc2c(=O)n1CC	i	-9.8	i	i	i	i	i	i	i	i	i
CCC1=C(OC(=O)N(CC)CC)N2C(=O)OC(=NCC(=O)OC)[C@]2(Cc2ccccc2)[C@H]2C1=CC[C@H]1C(=O)N(C)C(=O)[C@H]12	i	-5.3	i	i	i	i	i	i	i	i	i
C=CCOc1c(Br)cc(/C=C2/NC(=S)N(C(C)=O)C2=O)cc1OC	i	-4.3	i	i	i	i	i	i	i	i	i
COc1ccc(-c2nc(NC(=O)CSCCO)sc2C)cc1	i	-6.5	i	i	i	i	i	i	i	i	i
COC(C(=O)Nc1ccnn1C1CCN(Cc2ccc(C)s2)CC1)c1ccccc1 (centres undefined)	i	-2.3	i	i	i	i	i	i	i	i	i
NC(=NC(=O)c1ccc(OC(F)(F)F)cc1)c1ccc(C(F)(F)F)cn1	i	-2.0	i	i	i	i	i	i	i	i	i
c1ccc(Cn2cc(CNc3ccccc3)nn2)cc1	i	-5.6	i	i	i	i	i	i	i	i	i
Cc1ccc(/C=C2\SC(=S)N(Cc3ccccc3)C2=O)o1	/	/	/	/	i	/	i	/	i	i	i
O=C(COc1ccc(F)cc1Cl)N(Cc1nnc(-c2ccccc2Cl)o1)C1CC1	i	-3.2	i	i	i	i	i	i	i	i	i
Cc1ccc(S(=O)(=O)NNC2CC(=O)N(c3ccc(Br)cc3)C2=O)cc1 (centres undefined)	i	-8.6	i	i	i	i	i	i	i	i	i
Cc1ccc(S(=O)(=O)N(C)C)cc1NC(=O)COC(=O)C1CC(=O)N(c2ccc3c(c2)OCCO3)C1 (centres undefined)	i	-17.3	i	i	i	i	i	i	i	i	i
C/C(=N/NC(=O)c1cc(-c2cccc([N+](=O)[O-])c2)n[nH]1)c1cccc(O)c1	i	-13.7	i	i	i	i	i	i	i	i	i
Cc1c(C(=O)N2CCCC2)sc(NC(=O)c2cccc(Cl)c2)c1C#N	i	-3.0	i	i	i	i	i	i	i	i	i
NC(=O)NC(CC(=O)NCCCc1ccccc1)c1ccccc1Cl (centres undefined)	i	-9.3	i	i	i	i	i	i	i	i	i
CCOc1ccc(N/C=C/C(=O)c2ccc(OC)c(OC)c2)cc1	i	0.2	i	i	i	i	i	i	i	i	i
CC(=O)Nc1ccc(OCc2cnc(Cl)s2)cc1	i	-15.2	i	i	i	i	i	i	i	i	i
O=c1ccnc(SCCc2ccccc2)[nH]1	i	-2.6	i	i	i	i	i	i	i	i	i
CCCCNC(=O)CCCn1c(=S)[nH]c2cc3c(cc2c1=O)OCO3	i	-12.1	i	i	i	i	i	i	i	i	i
O=C(Nc1c(F)cc(F)cc1Br)c1cc2nc(C(F)F)cc(C(F)F)n2n1	i	-6.5	i	i	i	i	i	i	i	i	i
COc1ccccc1OC(C)C(=O)Nc1ccccc1C(=O)NCc1cccnc1 (centres undefined)	i	-5.7	i	i	i	i	i	i	i	i	i
CCOC(=O)Cn1nc(C)c2c1CCCC2=O	i	-7.4	i	i	i	i	i	i	i	i	i
O=C(Nc1nc(-c2ccncc2)cs1)C1c2ccccc2Oc2ccccc21	i	-15.6	i	i	i	i	i	i	i	i	i
COc1cc(-c2nc3n(n2)C(c2ccncc2)C2=C(CCCC2=O)N3)cc(OC)c1OC (centres undefined)	i	-11.4	i	i	i	i	i	i	i	i	i
O=C(c1ccc(-c2ccccc2)c(F)c1)C1CCCN(C(=O)c2cncs2)C1 (centres undefined)	i	-17.3	i	i	i	i	i	i	i	i	i

New compounds follow:
molecule	RGS4 act	hERG protect	KCNK9 block	KCNQ1 pot	KCNK3 inh	KCNQ1 block	TMEM16A inh	RGS4 block	MrgX1 ag	MrgX1 PAM	TMEM16A act
CCN(CCO)Cc1cn[nH]c1-c1ccc(C)c(C)c1	i	-3.5	i	i	i	i	i	i	i	i	i
O=C(CN1C(=O)CCC1=O)Nc1nc(-c2ccc3ccccc3c2)cs1	i	0.1	i	i	i	i	i	7.99*	i	i	i
COc1cccc(C2c3[nH]c4ccccc4c3C[C@H]3C(=O)N(C4CC4)CC(=O)N23)c1 (some centres undefined)	i	-3.8	i	i	i	i	i	i	i	i	i
O=C(Nc1nc(=O)[nH]s1)c1ccccc1	i	-8.2	i	i	i	i	i	i	i	i	i
COC(=O)C1C(=O)C(C(=O)c2ccc([N+](=O)[O-])cc2)C(=O)CC1(C)C (centres undefined)	i	-9.9	i	i	i	i	i	i	i	i	i
Cc1cc(Nc2cccc(Cl)c2)n2ncnc2n1	i	-6.8	i	i	i	i	i	i	i	i	i
CC1CCCN(C(c2ccccc2)c2sc3ncnn3c2O)C1 (centres undefined)	i	-3.5	i	i	i	i	i	i	i	i	i

Screening results deposited in PubChem BioAssay by Johns Hopkins Ion Channel Center.
